KCNK9 inh: inhibitors of human KCNK9 two-pore domain potassium channel. AID 488922. B-score at 10 µM. Q9NPC2. HEK293 KCNK9, FluxOR thallium flux fluorescence; hits give low values. hit rate 1.2% among 310,000;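 active = ratio B-score over 3 SD below the library mean, with starting fluorescence within 5 SD of its mean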;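 note: negative B-score means less thallium flux so channel inhibition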
GSK3B inh: inhibitors of human GSK3beta kinase | P49841 | GST-GSK3beta kinase, ADP-Glo luminescence, 60 min; hits give low values | activity score (negative = inhibition), % at 10 µM | hit rate 0.038% among 300,000;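 active = more than half of replicate wells score below -50%, meaning over 50% inhibition versus plate controls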;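 note: 0% = median DMSO wells and -100% = median GW8510 positive control wells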
Target sequence (P49841 whole entry, looked up): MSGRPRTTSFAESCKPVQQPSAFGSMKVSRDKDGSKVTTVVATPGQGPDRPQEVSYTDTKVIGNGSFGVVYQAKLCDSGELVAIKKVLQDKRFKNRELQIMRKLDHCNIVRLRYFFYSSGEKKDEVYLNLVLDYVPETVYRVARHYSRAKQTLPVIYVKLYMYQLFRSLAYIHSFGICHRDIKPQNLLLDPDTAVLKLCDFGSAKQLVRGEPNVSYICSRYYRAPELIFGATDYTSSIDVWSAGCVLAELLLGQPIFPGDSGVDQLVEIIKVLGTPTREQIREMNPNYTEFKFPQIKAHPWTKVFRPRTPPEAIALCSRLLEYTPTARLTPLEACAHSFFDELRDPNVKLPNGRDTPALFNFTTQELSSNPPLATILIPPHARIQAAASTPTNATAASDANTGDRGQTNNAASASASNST
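Test system: GST-tagged human GSK3beta kinase, cell-free; evaluation: activity score scaled between in-plate DMSO and GW8510 controls; measured by: ADP-Glo luminescence; incubation: 60 min reaction, RT; benchmarks: DMSO and 20 µM GW8510; reagent: peptide substrate plus 25 µM ATP (final); medium: Tris/MgCl2 kinase buffer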
KCNQ1 act: potentiates or activates the human KCNQ1 potassium channel; CHO-K1 KCNQ1, thallium flux FluxOR fluorescence; hits give high values; B-score at 10 µM; hit rate 0.35% among 310,000; AID 2648;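 active = fluorescence ratio B-score, a plate-corrected score, at least three library SD, with initial intensity B-score within 5 SD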
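Test system: CHO-K1 cells stably expressing KCNQ1 / Medium: assay buffer / Also added: depolarizing K+/Tl+ stimulus, K2SO4 and Tl2SO4 each 12.5 mM in 5x stock / Incubation: 90 min dye loading and 20 min compound exposure, both at room temperature / Signal: thallium influx via FluxOR fluorescence, kinetic imaging / Evaluation: B score of baseline-normalized fluorescence ratio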
RGS4 act: potentiators or activators of RGS4 | HEK293 M3R/inducible RGS4, carbachol calcium flux Fluo4; hits give low values | AID 463111 | hit rate 0.92% among 310,000 | B-score at 10 µM;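 active = B-score of the integrated calcium signal more than 4 SD below the library mean, with starting fluorescence not abnormally high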;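 note: negative B-score means reduced calcium response which marks RGS4 activation or potentiation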
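test system = M3R-expressing HEK293 line, RGS4 induced by doxycycline | probe or stimulus = carbachol at ECmax as muscarinic agonist stimulus | timing = dye loading 30 min 37 °C, buffer rest 30 min RT | signal = calcium dye Fluo4 fluorescence | evaluation = B score from integrated fluorescence ratio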
RGS4 block: inhibitors of human RGS4; P49798; HEK293 M3R/RGS4 inducible, Fluo-4 calcium flux; hits give high values; triggered by carbachol at its EC20; B-score at 10 µM; hit rate 0.45% among 310,000;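 active = B-score, a plate-corrected calcium signal, over three deviations above library mean, with baseline fluorescence within five deviations of library mean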;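 note: RGS4 expression induced by doxycycline in cells with stable M3 receptor; B-score is computed from the integrated fluorescence ratio over baseline after carbachol; higher B-score means a larger calcium signal and so more RGS4 inhibition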
Target sequence (P49798 whole entry, looked up): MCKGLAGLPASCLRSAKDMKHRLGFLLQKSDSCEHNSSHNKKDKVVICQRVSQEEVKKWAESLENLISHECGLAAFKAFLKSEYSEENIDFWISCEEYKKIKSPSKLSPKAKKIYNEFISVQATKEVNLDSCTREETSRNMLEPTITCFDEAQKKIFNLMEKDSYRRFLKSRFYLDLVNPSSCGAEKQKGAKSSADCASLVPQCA
KCNQ1 block: human KCNQ1 channel inhibition | CHO-K1 KCNQ1, FluxOR thallium flux fluorescence; hits give high values | B-score at 10 µM | hit rate 1.3% among 310,000;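 active = compounds whose thallium flux B-score, printed positive for inhibition, exceeds three library SD while starting fluorescence stays within three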;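 note: channel opened by potassium depolarization with thallium stimulus after 20 min compound exposure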
KCNK3 block: human KCNK3 channel inhibition, primary screen; O14649; CHO-KCNK3 thallium flux, FluxOR fluorescence; hits give low values; B-score at 10 µM; hit rate 0.84% among 340,000; AID 602410;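 active = B-score under library mean minus 4 SD, starting fluorescence ratio at most library mean plus 5 SD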;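 note: more negative B-score means stronger inhibition of thallium flux through KCNK3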
Target sequence (O14649 whole entry, looked up): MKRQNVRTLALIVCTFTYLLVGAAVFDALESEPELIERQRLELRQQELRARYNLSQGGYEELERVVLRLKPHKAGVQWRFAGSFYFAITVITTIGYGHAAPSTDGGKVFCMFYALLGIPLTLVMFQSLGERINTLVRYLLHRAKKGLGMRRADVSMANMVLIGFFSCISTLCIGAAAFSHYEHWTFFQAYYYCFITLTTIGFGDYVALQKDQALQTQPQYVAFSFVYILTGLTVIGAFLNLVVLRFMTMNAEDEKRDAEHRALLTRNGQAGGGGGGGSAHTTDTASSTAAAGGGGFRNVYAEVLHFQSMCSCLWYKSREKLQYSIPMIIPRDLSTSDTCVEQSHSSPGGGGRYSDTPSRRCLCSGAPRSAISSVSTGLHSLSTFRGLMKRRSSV
GSK3 alpha inh: inhibitors of human GSK-3 alpha kinase. P49840. ADP-Glo luminescence, 60 min. inhibition, % at 10 µM. hit rate 0.1% among 320,000;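 in the data active = inhibition above about 50%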;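 note: GST-tagged GSK-3 alpha with peptide substrate and 25 µM ATP; 0% = DMSO neutral wells and 100% = GW8510 positive control wells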
PolyA inh: yeast polyadenylation inhibition; AID 1875; S. cerevisiae SKY197-pL101 polyadenylation reporter, beta-gal luminescence; efflux-impaired pdr1/pdr3 knockout yeast; score 100 = 6 SD above DMSO; calls only at 12 µM; hit rate 0.02% among 300,000;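 active = lowest replicate activity score at least 50, where 100 means six control SD above control mean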;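 note: yeast exposed to compound for 9 h at 30 °C; higher score means more reporter readthrough which indicates perturbed polyadenylation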
Dyrk1A ADPGlo: Dyrk1A (rat) kinase inhibition; ADP-Glo luminescence, NFATc1 peptide; inhibition, % at 12.5 µM; hit rate 0.43% among 310,000; in the data active = inhibition above about 50%;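 note: plate controls were vehicle with enzyme for no effect and no enzyme for full effect; many of its hits are not listed in these tables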
hERG rescue: shields human hERG channel from block by proarrhythmic agents. AID 1511. hit rate 0.51% among 310,000. CHO-hERG, FluxOR thallium flux, dofetilide IC70 present. activation (rescue from dofetilide block), less the hit threshold, % at 10 µM. Q12809;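 active = activation above the mean of controls blocked by dofetilide plus 5 SD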;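 note: thallium influx through hERG after potassium depolarization seen as dye fluorescence rise; in these data hits start at about 4.7%; inactives centre near -7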
Active calls of the source: *; i = inactive; . = not tested or not shown.

Under each structure: GSK3B inh, RGS4 block, KCNQ1 block, hERG rescue, GSK3 alpha inh, PolyA inh, KCNK3 block, KCNQ1 act, Dyrk1A ADPGlo, RGS4 act, KCNK9 inh
> N#Cc1ccc(-c2csc(NC(=O)/C=C/c3cccs3)n2)cc1
    3.1, i, i, -12.7, 0.3, i, i, i, -4.9, i, i
> O=C(COC(=O)c1ccc(Cl)nc1)Nc1ccc(S(=O)(=O)N2CCCC2)cc1
    1.7, i, i, -2.3, -5.5, i, i, i, -0.5, i, i
> O=C(CN1CCN(Cc2ccccc2)CC1)Nc1cccc(C(F)(F)F)c1
    3.7, i, i, -14.6, -0.6, i, i, i, 1.9, i, i
> COc1ccc(C(=O)Nc2ccccc2C(=O)NCCN2CCOCC2)cc1OC
    -0.2, i, i, -17.6, 1.0, i, i, i, 3.0, i, i
> O=C(CSc1nc(=O)n2cc(Cl)ccc2n1)Nc1ccc2c(c1)OCCO2
    -1.0, i, i, -8.1, -2.9, i, i, i, -4.5, i, i
> Cc1ccc(-n2c(C)c3c(C)nnc(C)c3c2C)cc1N
    -4.9, i, i, -11.7, -0.2, i, i, i, 1.5, i, i
> CCOC(=O)c1c(C)c(C(=O)NCc2ccc3c(c2)OCO3)c(C)n1CC
    -24.1, i, i, -8.2, -0.9, i, i, i, -5.0, i, i
> CCOc1ccc(C(C)=O)cc1COC(=O)CN1C(=O)NC2(CCCC2)C1=O
    -0.7, i, i, -17.1, -3.0, i, i, i, 0.1, i, i
> CCN=C1SC(C(=O)Nc2ccc(OC)cc2)CC(=O)N1CC (configuration not stated)
    1.2, i, i, -30.2, -1.7, i, i, i, -2.0, i, i
> Cc1ccc(C2=NN(C(=O)CSc3nccn3C)C(c3ccco3)C2)cc1 (configuration not stated)
    0.9, i, i, -13.4, -2.2, i, i, i, 7.5, i, i
> CC(C)Sc1nc2c(c(=O)[nH]c(=O)n2C)n1Cc1ccc(Cl)cc1
    -6.1, i, i, -7.0, 8.9, i, i, i, -7.2, i, i
> Cc1c2ccccc2nc2ccccc12
    2.8, i, i, -8.9, 0.5, i, i, i, 5.5, i, i
> COc1ccc(C(=O)CSc2nn3c(=O)c(C(C)(C)C)nnc3s2)cc1
    -2.4, i, i, -12.0, -1.7, i, i, i, 0.3, i, i
> Cc1cc(=O)oc2c(C)c(OC(C)C(=O)NCCCN3CCCC3=O)ccc12 (configuration not stated)
    -0.5, i, i, -8.8, -3.4, i, i, i, -3.5, i, i
> c1ccc(OCCOCCN2CCc3ccccc3C2)cc1
    0.7, i, i, -7.9, 2.3, i, i, i, -1.3, i, i
> CC(=O)c1ccccc1OCCn1nnc(-c2ccc(C)cc2)n1
    0.1, i, i, -10.5, -1.4, i, i, i, -1.7, i, i
> Cc1ccc(OCCCN2C(=O)C(=O)c3cccc(C)c32)cc1
    -2.5, i, i, -7.5, -0.9, i, i, i, 0.8, i, i
> O=S(=O)(N1CCCCCC1)N1CCN(S(=O)(=O)N2CCOCC2)CC1
    1.7, i, i, -6.4, -0.8, i, i, i, 0.5, i, i
> Cc1ccc2c(=O)[nH]c(Nc3nc(C)cc(-c4ccccc4)n3)nc2c1
    -0.2, i, i, -15.9, 0.4, i, i, i, -4.9, i, i
> Cc1csc2nc(CNS(=O)(=O)c3ccc4c(c3)OCCO4)cn12
    3.5, i, i, -3.7, -1.2, i, i, i, 5.0, i, i
> COc1cc(/C=N/NC(=S)NCCN2CCOCC2)cc(OC)c1O
    9.6, i, i, -6.0, 1.8, i, i, i, -5.9, i, i
> CCOc1cccc(C(=O)NC(=S)Nc2ccc3c(c2)OCCO3)c1
    0.5, i, i, -6.2, -3.6, i, i, i, 0.6, i, i
> COC(=O)c1cc(COC(=O)c2ccc3ccccc3n2)oc1C
    2.2, i, i, -5.6, -0.3, i, i, i, -4.5, i, i
> O=C(CSc1ncn[nH]1)NCc1ccccc1Cl
    0.3, i, i, -7.1, 0.8, i, i, i, 2.4, i, i
> Cc1cccc(NC(=O)Cc2ccc(NC3=NC4CS(=O)(=O)CC4S3)cc2)c1 (configuration not stated)
    0.0, i, i, -2.4, -2.4, i, i, i, -4.8, i, i
> Cc1cc(C)cc(N(CCC(=O)O)S(=O)(=O)c2ccc(Cl)cc2)c1
    -4.5, i, i, -4.5, -1.9, i, i, i, -3.9, i, i
> COc1ccccc1N1CCN(C(=O)C(C)NC(=O)c2cccc([N+](=O)[O-])c2)CC1 (configuration not stated)
    1.3, i, i, -9.9, -2.2, i, i, i, -4.4, i, i
> O=C(Nc1ccc(S(=O)(=O)N2CCOCC2)cc1)c1ccc(CN2CCc3ccccc3C2)cc1
    0.6, i, i, -16.3, -0.5, i, ., i, ., i, i
> NS(=O)(=O)c1ccc(CCNC(=S)NC2CCCC2)cc1
    2.3, i, i, -14.6, -2.2, i, i, i, -0.6, i, i
> C=CCSc1nnc(NC(=O)C2=COCCO2)s1
    1.2, i, i, -5.0, -2.1, i, i, i, 11.5, i, i
> O=C(Nc1ccc(F)cc1)N1CCN(c2ccc3nnc(-c4ccc(F)cc4)n3n2)CC1
    0.8, i, i, -9.8, 14.9, i, i, i, 11.6, i, i
> Cc1ccc2[nH]c(=O)c(CN(CCCN(C)C)C(=O)Nc3cccc(Cl)c3)cc2c1
    -3.2, i, i, -20.6, 1.0, i, i, i, 4.5, i, i
> COc1ccc(C2=NN(C(=O)c3ccccc3)C(c3ccc(OC)c(OC)c3)C2)c(OC(C)=O)c1 (configuration not stated)
    -0.4, i, i, -8.5, -1.6, i, i, i, -5.4, i, i
> Cc1ccc(NC(=O)CSc2nnc(-c3ccccn3)n2C)cc1
    0.5, i, i, -10.7, 0.3, i, i, i, -6.8, i, i
> O=C(CCNS(=O)(=O)c1ccc(Cl)cc1)NCc1ccccn1
    -2.2, i, i, -8.9, -6.8, i, i, i, ., i, i
> CSc1nc2ccc(S(N)(=O)=O)cc2s1
    1.3, i, i, -4.8, 0.2, i, i, i, 2.9, i, i
> CCOc1ccc(-n2c(SCc3nc(-c4cccs4)no3)nnc2-c2ccncc2)cc1
    -0.2, i, i, 2.3, -4.7, i, i, i, -7.2, i, i
> C/C=C/C(=O)Nc1cccc(C2=NOC3(C2)C[C@@H](C(N)=O)N(C(=O)/C(C)=C/C)C3)c1 (some centres not stated)
    -2.2, i, i, -7.8, 0.6, i, i, i, 4.9, i, i
> O=C(NCC(c1cccnc1)N1CCN(c2ccc(F)cc2)CC1)c1ccccc1 (configuration not stated)
    -0.7, i, i, -4.2, 0.6, i, i, i, -8.6, i, i
> O=C(/C=C/c1ccco1)N(Cc1ccccc1F)C1CCS(=O)(=O)C1 (configuration not stated)
    -1.4, i, i, -14.2, ., i, i, i, 2.9, i, i
> CC(=O)NC(C)CCc1ccccc1 (configuration not stated)
    -0.6, i, i, -3.4, -0.9, ., i, i, 1.0, i, i
> Fc1ccccc1SCc1nnc(-c2ccccc2Br)o1
    -1.2, i, i, -7.6, -0.8, i, i, i, 10.3, i, i
> O=C(CCN=C1NS(=O)(=O)c2ccccc21)OCc1ccccc1
    -7.0, i, i, -8.0, ., i, i, i, 9.2, i, i
> Cc1csc2c(=O)[nH]cnc12
    -0.4, i, i, -5.1, 1.9, i, i, i, 6.6, i, i
> CC(C)NC(=S)N/N=C1\CCCCc2ccccc21
    2.5, i, i, -0.2, -0.7, i, i, i, 4.4, i, i
> COc1ccc(CNC(=O)COC(=O)CCOc2ccccc2)cc1
    0.4, i, i, -5.7, -1.3, i, i, i, -0.6, i, i
> CN(CC(=O)Nc1ccc(F)cc1)C(=O)COc1ccccc1Cc1ccccc1
    ., i, i, -7.8, -1.1, i, i, i, 6.1, i, i
> CN1/C(=C\C(=O)COC(=O)CNC(=O)c2ccc3ccccc3c2)C(C)(C)c2ccccc21
    5.6, i, i, -30.0, -2.0, i, i, i, -2.3, i, i
> O=c1c2cnn(-c3ccccc3)c2nc(-c2cccs2)n1-c1ccc(Br)cc1
    -1.5, i, i, -14.2, ., ., i, i, 11.6, i, i
> N=c1c(C(=O)NC2CCCC2)cc2c(=O)n3ccccc3nc2n1CCN1CCOCC1
    -5.8, i, i, -8.4, -0.7, i, i, i, -0.3, i, i
> CCCCCC(NC(=O)C1CCN(C(=O)[C@@H](NS(=O)(=O)c2ccc(C)cc2)C(C)C)CC1)C(=O)O (some centres not stated)
    -0.1, i, i, -4.4, -4.6, i, i, i, -2.4, i, i
> O=C(Oc1cccc(NC(=O)c2ccccc2Cl)c1)c1ccc([N+](=O)[O-])cc1
    3.4, i, i, -12.6, -1.7, i, i, i, -16.2, i, i
> CCCCCCCCNC(=O)c1ccc(C)cc1
    2.3, i, i, -10.1, -4.3, i, ., i, ., i, i
> O=C(c1ccc(Cl)c([N+](=O)[O-])c1)N1CCCc2ccccc21
    0.7, i, i, -9.1, -3.2, i, i, i, 5.9, i, i
> CSc1ccccc1NC(=O)c1ccc(Cl)s1
    8.3, i, i, -11.2, 1.8, i, i, i, 0.8, i, i
> Cc1cnc(C(=O)OCC(=O)Nc2oc(-c3ccccc3)c(-c3ccccc3)c2C#N)cn1
    4.5, i, i, -8.7, -0.2, i, i, i, -4.8, i, i
> CCOc1ccc(NS(=O)(=O)c2c(C)nc3sccn3c2=O)cc1
    -2.0, i, i, -6.8, -3.1, i, i, i, 1.3, i, i
> Cc1onc(-c2ccccc2Cl)c1C(=O)Nc1nnc(C(C)C)s1
    -3.8, i, i, -8.1, -2.2, i, i, i, 2.4, i, i
> COc1ccc(/C=C2\CC/C(=C\c3ccc(OC)cc3OC)C2=O)c(OC)c1
    2.2, i, i, -13.8, -3.8, i, i, i, -2.5, i, i
> CC(=O)Nc1nnc(SCc2cccc(F)c2)s1
    -3.8, i, i, -11.0, -2.0, i, i, i, 4.5, i, i
> O=[N+]([O-])c1ccccc1S(=O)(=O)NCCC1=CCCCC1
    1.7, i, i, -10.2, 1.2, i, i, i, -8.2, i, i
> CC(C)NC(=O)COC(=O)C1CSC2(c3ccc(Br)cc3)CCC(=O)N12 (configuration not stated)
    1.3, i, i, -11.0, -0.1, i, i, i, 5.3, i, i
> COc1ccc(NC(=O)CCC(=O)N2CCCC2)c([N+](=O)[O-])c1
    -0.8, i, i, -4.6, -0.6, i, i, i, -3.8, i, i

These rows are one share of the data; the hit share may differ from the screen's.
